HTR5A ag – activates human HTR5A in OPRM1-OPRD1 agonist counter-screen. P47898. HTR5A agonist assay, luminescence, cell-based. activation, % at 9.3 µM. actives 0.61% (n = 340,000). AID 504692; in the data active means activation mostly above about 9.5%, no sharp cut-off; inactive means mostly below about 7.6%;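 further: 0% = cells with vehicle only and 100% = reference agonist; strong numbers were not always called active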
DAGLB inhibitor – diacylglycerol lipase beta (human) inhibition | Q8NCG7 | HEK293T DAGLB membrane lysate, EnzChek fluorogenic substrate | inhibition, % at 5.17 µM | actives 0.059% (n = 340,000); in the data active means inhibition above about 34%;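 further: 0% = enzyme with vehicle and 100% = wells lacking enzyme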
Target sequence (Q8NCG7 whole entry, looked up): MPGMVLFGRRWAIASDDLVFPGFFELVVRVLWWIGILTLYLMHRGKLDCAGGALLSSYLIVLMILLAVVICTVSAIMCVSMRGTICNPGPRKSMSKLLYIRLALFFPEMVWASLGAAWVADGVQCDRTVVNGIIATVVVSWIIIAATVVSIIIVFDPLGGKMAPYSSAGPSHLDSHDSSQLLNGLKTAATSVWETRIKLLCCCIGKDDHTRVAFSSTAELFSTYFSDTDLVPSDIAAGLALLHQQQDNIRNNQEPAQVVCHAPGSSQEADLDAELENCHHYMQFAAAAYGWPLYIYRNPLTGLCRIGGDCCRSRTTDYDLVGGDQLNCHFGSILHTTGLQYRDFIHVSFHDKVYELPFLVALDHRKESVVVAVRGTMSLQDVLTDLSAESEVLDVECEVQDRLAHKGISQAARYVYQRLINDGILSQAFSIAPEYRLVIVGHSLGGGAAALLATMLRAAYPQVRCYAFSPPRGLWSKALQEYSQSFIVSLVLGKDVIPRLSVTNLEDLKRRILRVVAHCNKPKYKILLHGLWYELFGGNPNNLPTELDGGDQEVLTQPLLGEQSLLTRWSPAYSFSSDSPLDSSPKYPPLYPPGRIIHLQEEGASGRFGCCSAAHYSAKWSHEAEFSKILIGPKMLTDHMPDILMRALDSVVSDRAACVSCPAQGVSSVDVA
E coli growth – bacterial growth inhibition, counter-screen for AddAB inhibitors; E. coli V3065 growth, OD600 absorbance, 18 h; inhibition, % at 11.9 µM; actives 0.27% (n = 330,000); AID 449728;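 active means inhibition above the campaign's mean inhibition across all tested compounds plus 3 SD, cut at about 9.9% in these data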;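 further: uninfected addAB+ strain grown without phage in ampicillin broth; 0% = DMSO wells and 100% = ciprofloxacin 0.95 µg/ml wells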
PKA-R2B activ – activates the human PKA-R2B holoenzyme complex; PKA-R2B holoenzyme dissociation, Cy5-IP20 fluorescence polarization; R2B truncated from residue 108, S112A mutant; 0% DMSO only, 100% 113 µM cGMP; activation, % at 11.4 µM; actives 0.079% (n = 340,000);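 active means activation above a cutoff set at the mean over all compounds plus 3 SD, cut at about 18% in these data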;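 further: higher means more holoenzyme dissociation and a rise in polarization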
Target sequence (P31323 whole entry, looked up, other chains not shown, the tested form may be a part): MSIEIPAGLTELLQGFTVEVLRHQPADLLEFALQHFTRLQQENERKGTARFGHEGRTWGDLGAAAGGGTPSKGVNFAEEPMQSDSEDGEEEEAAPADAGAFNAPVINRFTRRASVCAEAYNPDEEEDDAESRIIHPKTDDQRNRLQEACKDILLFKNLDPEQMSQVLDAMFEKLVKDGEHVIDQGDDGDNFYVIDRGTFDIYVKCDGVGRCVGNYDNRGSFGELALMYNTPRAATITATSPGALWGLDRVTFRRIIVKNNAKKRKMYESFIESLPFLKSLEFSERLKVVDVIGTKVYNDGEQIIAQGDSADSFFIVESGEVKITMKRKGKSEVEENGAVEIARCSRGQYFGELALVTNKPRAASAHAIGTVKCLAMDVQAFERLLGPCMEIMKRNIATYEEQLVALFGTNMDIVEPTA
HTR5A inv ag – HTR5A inverse agonism, opioid heterodimer counter-screen; P47898; HTR5A cell line, luminescence; inhibition, % at 9.3 µM; actives 0.083% (n = 340,000); in the data active means inhibition mostly above about 23%, no sharp cut-off; inactive means mostly below about 18%;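 further: 0% = cells with DMSO and 100% = no-cell wells with DMSO; some compounds called inactive have numbers as strong as hits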
PKA-R1A act – activators of PKA-R1A complex | activation, % at 11.4 µM | actives 0.083% (n = 340,000) | P00514+P68181 | PKA-R1A dissociation, Cy5-IP20 fluorescence polarization; scaled: DMSO 0%, 113 µM cGMP 100% | AID 504707;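 active means percent activation above the mean of all tested compounds plus 3 SD, cut at about 19% in these data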;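 further: higher means more PKAc released from R1A so a rise in polarization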
phage Ecoli inh – E. coli growth loss with phage present; actives 0.26% (n = 360,000); inhibition, % at 11.9 µM; growth absorbance; in the data active means inhibition above about 11%
Tat export inh – E. coli Tat transport inhibition. E. coli MC4100 TorA-mCherry Tat export, fluorescence. inhibition, % at 10 µM. actives 0.036% (n = 340,000);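 active means mean replicate inhibition at least 50% and at least half of replicates individually reaching 50%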;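 further: exported cargo escapes ClpAP degradation while cytoplasmic cargo is degraded and loses fluorescence; 0% = median of neutral control wells and 100% = median of NaSCN control wells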
CDK5 p35 inh – blocks human CDK5/p35 kinase activity; Q00535+Q15078; Recombinant CDK5/p35, ADP-Glo luminescence, 60 min; inhibition, % at 10 µM; actives 0.01% (n = 330,000);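 active means highest replicate inhibition of at least 50% and at least 75% of replicates reaching 50%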;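 further: plate controls were DMSO neutral control for no effect and GW8510 at 10 µM for full effect; many of its hits are not listed in these tables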
AddAB inh – less growth of phage-infected E. coli with AddAB; E. coli expressing H. pylori AddAB, absorbance growth; inhibition, % at 11.9 µM; actives 0.29% (n = 330,000); in the data active means inhibition above about 12%;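 further: 0% = vehicle wells of infected cells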
Mot1-301 SUMO – inhibitors of SUMOylation pathway: yeast Mot1-301 growth rescue | S. cerevisiae Mot1-301 growth rescue, ATP luminescence, 38.5C; percent above DMSO median, 100 means doubled | growth rescue, % at 18.8 µM | actives 1% (n = 320,000);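 active means every valid replicate shows activation above 250% relative to neutral control wells; inactive means the rest, any valid replicate at or below 250%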;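 further: OY570 slx delta 5 strain wells were the positive control but not used for scaling; some compounds called inactive have numbers as strong as hits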
Numbers without * were called inactive; nt = no result given.

canonical_smiles,HTR5A ag,DAGLB inhibitor,E coli growth,PKA-R2B activ,HTR5A inv ag,PKA-R1A act,phage Ecoli inh,Tat export inh,CDK5 p35 inh,AddAB inh,Mot1-301 SUMO
CC(=O)N1CCc2c(sc(NC(=O)c3ccc(S(=O)(=O)N(C)C)cc3)c2C#N)C1,2.7,-1.6,2.6,1.7,-7.1,-9.0,1.8,-1.2,-2.5,1.4,-9.5
C#CCOC(=O)Nc1ccc(OCC(F)(F)F)nc1,5.4,-3.0,-0.1,-2.8,-29.8,-0.4,4.1,-9.9,0.1,-1.0,-4.8
CNC(=O)CN(C)S(=O)(=O)c1ccc(OC)c(Cl)c1,0.2,-3.4,0.0,0.9,-11.1,1.8,0.2,-14.7,-1.2,2.7,118.7
COCCNc1nc(CSc2ccccc2)nc2sc(C)c(C)c12,4.9,-9.6,-3.5,1.7,1.7,-0.9,-0.1,9.0,-0.1,-0.3,18.6
O=C(CN1CCCCC1)Nc1c2c(nc3ccccc13)N(c1ccccc1)CC2,4.5,-1.4,-1.6,-14.8,-11.6,4.0,-4.3,5.3,-0.3,6.3,9.4
Cc1cc(=O)c2cc(Br)ccc2n1CC(=O)NCc1ccccc1,2.2,-2.3,1.9,-3.6,-9.6,3.9,1.5,4.6,0.0,0.4,-7.2
COc1ccc(Cl)cc1C(=O)NC(=S)Nc1cc(-c2nc3ccccc3[nH]2)ccc1C,1.8,-6.4,-1.6,-4.4,-4.2,-3.2,0.3,-1.2,-0.1,5.3,-9.1
CC(=O)c1cccc(N(CC(=O)NC2CCCCC2)C(=O)CNC(=O)c2cccs2)c1,0.1,-3.5,0.8,-4.5,-7.9,5.0,0.9,6.1,2.2,4.6,-14.8
CC(=O)n1nc(-c2ccccc2)nc1NCc1ccc(F)cc1,3.2,-6.4,-0.6,7.5,-8.6,-4.1,2.1,-10.4,-0.4,-1.1,-17.3
CCOc1ccccc1NC(=O)C1CCCN(S(=O)(=O)c2ccc3c(c2)C(C)(C)C(=O)N3C)C1 (stereo unspecified),7.6,0.1,-0.9,-0.7,-22.2,7.9,0.1,8.0,1.5,-2.1,-2.5
C#CC[N+](C)(C)CC#Cc1ccc(Cl)cc1,4.2,2.0,1.6,2.3,4.6,-8.5,3.3,0.6,3.2,-1.6,-6.7
O=C(CCc1ccccc1)Nc1ccccc1[N+](=O)[O-],3.6,-5.2,-2.2,4.2,5.5,-1.3,2.1,-10.6,-0.5,0.0,-5.8
COc1ccc(OCc2cc(C(=O)NCCCc3ccccc3)no2)c(Cl)c1,9.2,-1.4,1.3,-2.2,-22.2,0.2,3.6,3.9,-1.2,2.5,-26.7
COc1ccc(CN(C(=O)c2ccc(-c3ccccc3)[nH]2)C(C(=O)NCC2CCCO2)c2ccc(C)o2)cc1 (stereo unspecified),-1.4,-0.3,-1.1,-2.3,-6.9,-1.0,1.7,1.4,0.2,-0.5,nt
CCOP(=O)(Nc1ccc2oc(=O)c3ccccc3c2c1)OCC,-0.6,-0.5,-1.1,6.5,2.0,13.1,1.2,-0.8,-4.2,0.6,15.4
O=C(C1CCCO1)N1CCN(C(=S)Nc2ccc(Cl)cc2)CC1 (stereo unspecified),0.3,0.3,-0.5,12.5,13.9,-5.2,3.2,-9.9,-1.4,2.8,4.9
COc1ccc(C2/C(=C(/O)c3cnn(-c4ccccc4)c3C)C(=O)C(=O)N2CCN(C)C)cc1OC (stereo unspecified),3.4,1.0,nt,-11.8,-10.8,1.3,1.0,1.5,0.7,nt,nt
O=C(NCCN1C(=O)S/C(=C\c2ccc(OC(F)F)cc2)C1=O)c1cnccn1,-3.7,-1.4,0.2,-0.9,9.2,4.3,4.1,-0.2,-0.9,7.9,-19.0
CCOc1ccc(CC(=O)Nc2ccc(S(=O)(=O)Nc3cc(C)on3)cc2)cc1OCC,-5.2,1.2,-2.1,-1.5,14.3,0.0,2.6,-8.4,1.5,-0.9,25.8
COc1cccc(-c2csc(N3CCN(C(=O)Nc4ccccc4OC)CC3)n2)c1,0.6,-5.1,1.8,4.3,-54.0,-6.9,2.5,6.9,2.8,2.3,23.4
Cc1ccc(-n2c(C)cc(/C([O-])=C(/C(=S)Nc3ccc(F)c(Cl)c3)[n+]3ccccc3)c2C)cc1,-1.6,5.2,0.8,1.6,4.2,-3.2,5.0,0.2,-3.5,1.3,-17.7
O=C1C2ON(c3ccc(Cl)cc3)C(c3ccco3)C2C(=O)N1c1ccccc1 (stereo unspecified),1.5,-5.2,-0.2,-4.1,1.8,-5.4,0.6,2.4,-0.5,-0.3,-7.5
Cc1nc(-c2ccc3c(c2)CCC(=O)N3)cs1,-0.6,-0.1,4.9,-6.6,-43.9,8.4,2.1,0.9,-0.8,-0.4,-2.7
Cc1cccc(C(C(C(=O)c2ccccc2)N2CCOCC2)N2CCOCC2)c1 (stereo unspecified),0.2,-1.1,nt,3.0,-0.9,-4.5,3.6,-14.0,-3.5,nt,nt
Cc1ccc(CNC(=O)CSc2ccc(-c3ccco3)nn2)cc1,-0.3,-3.0,-1.4,-17.9,-11.1,-1.7,1.0,-0.2,1.0,1.1,-10.1
COc1cc2c(cc1OC)NC(=O)C2,0.1,0.0,nt,-6.8,-0.6,8.5,3.6,-0.1,0.7,nt,nt
CCC(C)(C)NC(=O)CN(CCc1cccc(C)c1)C(=O)c1csnn1,-1.6,-0.7,2.7,0.1,0.1,-8.3,1.7,8.0,3.1,0.3,-4.7
COc1ccc(Cl)cc1C(=O)O/N=C(\N)c1ccccn1,5.1,-7.7,-0.4,-1.5,-8.8,3.0,0.4,-2.6,-1.3,2.4,-10.3
C/C(=N\Nc1ccc([N+](=O)[O-])cc1)c1ccc(-n2nncc2C)cc1,-0.1,2.5,0.1,-10.4,0.2,-8.0,1.9,-2.3,1.2,4.5,190.4
CCC(C)N1CCCCC1C(=O)Nc1c(C)cc(C)cc1C (stereo unspecified),3.9,1.4,1.8,0.1,7.8,3.4,0.9,-11.4,1.2,-1.0,9.8
CC(=O)/C(N=Nc1nc2c([nH]1)c(=O)n(C)c(=O)n2C)=C(\C)O,0.5,-10.3,-0.9,-1.2,-9.3,-4.3,0.1,-8.3,0.6,2.0,387.2
Cc1cc(NC(=O)c2cc3ccccc3oc2=O)no1,-4.5,-4.2,nt,-5.7,-5.2,-7.3,2.4,-13.2,0.2,nt,nt
Cc1ccc(C2=NN(S(=O)(=O)c3ccccc3)C(c3ccccc3O)C2)cc1 (stereo unspecified),2.3,-4.0,nt,-2.1,-10.1,-8.5,3.6,0.3,6.0,nt,nt
CCCCNC(=O)C1C2C=CC3(CN(Cc4ccc(C)cc4)C(=O)C13)O2 (stereo unspecified),-0.3,3.2,-1.6,5.3,-4.1,-3.4,1.2,-9.1,1.0,-2.4,858.7*
CC(=O)Nc1ccc(NC(=O)Cn2c(=O)n(-c3ccccc3)c(=O)c3oc4ccccc4c32)cc1,-1.3,4.2,1.0,2.5,-3.3,1.5,-0.5,0.7,1.3,1.6,3.6
C/C(CC(=O)Nc1ccc(Cl)cc1C(F)(F)F)=N\NC(=O)c1ccccn1,1.8,1.1,0.6,1.5,-43.7,1.8,0.0,8.0,-0.6,1.7,-13.9

In another format: results already given.
Below each SMILES: HTR5A ag	DAGLB inhibitor	E coli growth	PKA-R2B activ	HTR5A inv ag	PKA-R1A act	phage Ecoli inh	Tat export inh	CDK5 p35 inh	AddAB inh	Mot1-301 SUMO
> CCCCNC(=O)C1C2C=CC3(CN(Cc4ccc(C)cc4)C(=O)C13)O2 (stereo unspecified)
    -0.3	3.2	-1.6	5.3	-4.1	-3.4	1.2	-9.1	1.0	-2.4	858.7*
> CC(=O)Nc1ccc(NC(=O)Cn2c(=O)n(-c3ccccc3)c(=O)c3oc4ccccc4c32)cc1
    -1.3	4.2	1.0	2.5	-3.3	1.5	-0.5	0.7	1.3	1.6	3.6

Later entries:
canonical_smiles,HTR5A ag,DAGLB inhibitor,E coli growth,PKA-R2B activ,HTR5A inv ag,PKA-R1A act,phage Ecoli inh,Tat export inh,CDK5 p35 inh,AddAB inh,Mot1-301 SUMO
c1ccc(-c2noc(CSc3nnc(Cc4cccs4)n3-c3ccccc3)n2)cc1,-1.2,-1.4,-0.6,-10.6,-21.5,-9.5,3.5,-0.6,1.1,0.4,-6.1
COc1ccc(-c2nnc(Nc3ccc(S(=O)(=O)Nc4nccs4)cc3)c3ccccc23)cc1,5.2,1.9,nt,1.1,4.5,3.8,2.8,-8.1,-0.4,nt,nt
CN1CCC[C@@H]1CCO[C@](C)(c1ccccc1)c1ccc(Cl)cc1,-3.5,0.9,nt,-2.5,-27.6,-1.8,4.9,0.4,-1.3,nt,nt
COc1ccc(OCC(=O)OCC(=O)Nc2ccc(S(=O)(=O)N3CCCCC3)cc2)cc1,6.1,-8.0,-1.8,-2.6,-16.9,1.0,3.2,-1.3,-0.1,-1.4,95.7
CC1CC(C)CN(C(=O)Cn2c(SCC(=O)N3CCc4ccccc4C3)nc3ccccc32)C1 (stereo unspecified),nt,-1.3,-0.4,-1.2,nt,-12.8,1.7,-2.4,0.0,3.7,-3.3
Cc1cc(CSc2ccccc2)ccc1NC(=O)COc1ccccc1,-0.3,-21.4,-2.0,5.1,-7.1,3.8,1.8,0.5,1.8,-1.1,-24.9
COc1ccc2c(c1)C(C)=CC(C)(C)N2C(=O)CN1C(=O)CCC1=O,-4.1,-4.0,-2.0,0.0,10.4,-6.3,0.8,-4.1,-0.7,2.7,7.9
COc1ccc(N2CCN(C3CCN(S(=O)(=O)c4ccc(F)cc4)CC3)CC2)cc1,11.3,-0.3,1.9,-3.2,-34.5,-0.7,3.3,-1.0,-0.6,-1.3,107.7
CCN(CC)CCN(C(=O)c1ccc(S(=O)(=O)N(CC)c2ccccc2)cc1)c1nc2c(OC)ccc(OC)c2s1,2.0,0.0,-0.5,-8.3,9.7,-3.4,4.9,7.4,0.9,2.5,2.6
CCOC(=O)C(NC(C)=O)C(=O)Nc1ccc(C)cc1C (stereo unspecified),-0.1,-2.1,0.1,-1.6,2.5,-1.9,1.8,1.4,-1.0,0.2,594.0
CCOC(=O)[C@H]1[C@H]2COc3cc(OC)ccc3[C@@H]2N2C(=O)c3cc(OC)c(OC)cc3NC(=O)[C@@]12C,4.3,-1.6,1.9,4.2,-12.8,-3.0,2.4,-1.0,-2.4,5.0,0.6
Cc1ccc(OCC(=O)NNC(=O)C2CCN(c3nccc(C)n3)CC2)cc1,4.5,-0.5,-0.7,-8.9,3.1,-11.6,-1.7,15.4,0.7,2.6,8.4
CCN(CC)C(=O)c1[nH]cnc1C(=O)N[C@H](C)c1ccccc1,4.5,0.0,0.0,-5.6,-16.9,-1.8,2.7,-10.2,-0.8,2.0,-9.8
NC(=O)C1(N2CCCCC2)CCN(C2CC(=O)N(CCc3ccccc3)C2=O)CC1 (stereo unspecified),5.4,-0.9,1.1,0.5,-1.4,-3.3,0.7,6.5,-0.1,3.7,0.1
CN1CCN(c2oc(-c3ccc([N+](=O)[O-])cc3)nc2C#N)CC1,1.4,-4.8,2.3,3.7,5.8,-0.5,5.5,7.6,2.2,-0.3,-8.0
CC(C)NS(=O)(=O)c1ccc(NC(=O)c2cccnc2)cc1,0.6,-2.6,-3.0,-0.7,-1.6,-19.7,1.4,-3.4,-0.1,-3.7,-5.1
